# CHT block = inhibitors of human choline transporter CHT | High affinity choline transporter 1 (Homo sapiens), Q9GZV3 | CHT-expressing cells, membrane potential dye, choline response; active compounds read low | B-score at 10 µM | 0.86% of 310,000 active | AID 488975, 2010;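 active = B-score over 3 SD under the library average, and starting fluorescence ratio not unusually high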;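 also: choline stimulus applied at its EC90 after an EC20 pre-addition; B-score computed on integrated fluorescence ratio after choline addition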
# Target sequence (Q9GZV3 whole entry, looked up): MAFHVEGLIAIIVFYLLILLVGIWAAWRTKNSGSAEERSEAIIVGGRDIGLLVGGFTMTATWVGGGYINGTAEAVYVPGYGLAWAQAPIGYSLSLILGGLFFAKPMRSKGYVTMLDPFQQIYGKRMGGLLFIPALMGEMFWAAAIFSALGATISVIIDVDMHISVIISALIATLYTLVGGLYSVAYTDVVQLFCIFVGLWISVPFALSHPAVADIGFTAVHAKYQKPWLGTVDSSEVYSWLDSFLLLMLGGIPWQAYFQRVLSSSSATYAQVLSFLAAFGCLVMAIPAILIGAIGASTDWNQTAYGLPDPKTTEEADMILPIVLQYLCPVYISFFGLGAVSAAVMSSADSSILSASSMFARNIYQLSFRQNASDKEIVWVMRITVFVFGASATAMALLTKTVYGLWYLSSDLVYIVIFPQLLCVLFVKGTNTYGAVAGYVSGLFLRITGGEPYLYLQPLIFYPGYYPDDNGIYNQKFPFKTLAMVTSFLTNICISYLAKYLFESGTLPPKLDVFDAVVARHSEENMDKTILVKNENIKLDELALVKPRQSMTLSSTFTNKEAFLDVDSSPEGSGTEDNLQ
# CHT PAM = CHT positive allosteric modulators, primary screen, cell-based, membrane potential dye, choline EC20; High affinity choline transporter 1 (Homo sapiens), Q9GZV3; CHT-expressing cells; active compounds read high; LV-AA mutant CHT in HEK293 cells; B-score at 10 µM; 0.49% of 310,000 active; AID 488977, 2010;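 active = initial fluorescence not abnormally high and integrated response B-score, plate-corrected, over 3 SD above library mean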
# Calls only; i = inactive. Compounds as they come; overall some 1.5% were active at least once.
smiles	CHT block	CHT PAM
C=CCN(C(=O)c1csnn1)C(C(=O)NC1CCCCC1)c1ccc(Cl)cc1 (stereo not given)	i	i
COc1ccccc1C1C=C(c2ccc(Cl)cc2)Nc2nc(NS(C)(=O)=O)nn21 (stereo not given)	i	i
COc1cc(/C=C2/C(=O)NN(c3ccc(Cl)cc3)C2=O)cc(OC)c1O	i	i
COc1ccccc1OCCOC(=O)Nc1ccccc1	i	i
Cn1nccc1C(=O)N1CCN(c2cccc(C(F)(F)F)c2)CC1	i	i
Oc1ccc(N=Nc2ccccc2-c2nn[nH]n2)c(O)c1	i	i
CC1CN(c2ccc([N+](=O)[O-])c(NCCOc3ccccc3)c2)CC(C)N1 (stereo not given)	i	i
O=C(NCCS(=O)(=O)N1CCCC1)c1ccccc1	i	i
O=C(CSc1nnc(-c2cccnc2)s1)Nc1cccc(C(=O)O)c1	i	i
CC1CCCC(C(=O)O)N1C(=O)CCS (stereo not given)	i	i
CN1CCN(c2ccc(C(=O)c3cn(-c4ccc(F)c(Cl)c4)nn3)cc2)CC1	i	i
CCNS(=O)(=O)c1ccc(NC(=S)NCC2CCCO2)cc1 (stereo not given)	i	i
CN(CC(=O)Nc1cccc(F)c1)C(=O)c1cc(S(=O)(=O)N2CCCCC2)ccc1N1CCOCC1	i	i
CCCCCCCn1c(C)nnc1-c1cnn(C)c1N	i	i
CCC(=O)NS(=O)(=O)c1ccc(N=NN2CCCCC2)cc1	i	i
C/C(=C\c1ccccc1)CN1CCN(c2cccc(Cl)c2)CC1	i	i
CCOc1ccccc1NC(=O)CSc1nnc2c(CC)c(C)nc(N)n12	i	i
CCCc1nc(SCC(N)=O)[nH]c(=O)c1CC	i	i
Cc1ccccc1NC(=O)c1ccccc1N(C)S(=O)(=O)c1ccccc1	i	i
c1ccc(OCCOc2ncnc3sccc23)cc1	i	i
CC(C)(C)c1ccc(SCCc2ccccn2)cc1	i	i
O=c1cc(-c2ccc([N+](=O)[O-])cc2)c2cc3c(cc2[nH]1)OCCO3	i	i
O=C(NCc1ccco1)c1ccc(COc2ccccc2[N+](=O)[O-])o1	i	i
N/C(=N\OCc1ccc([N+](=O)[O-])cc1)c1ccccn1	i	i
O=C(C[n+]1ccccc1)N/N=C/c1ccc(F)cc1	i	i
Cc1cc(NC(=O)CSc2nc3ccsc3c(=O)n2CCCCC(=O)O)no1	i	i
O=C(Cn1cc(C(=O)c2cccs2)c2ccccc21)NCc1ccc2c(c1)OCO2	i	i
O=C(CNS(=O)(=O)c1ccccc1)OCC(=O)c1cccc([N+](=O)[O-])c1	i	i
O=C(/C=C/c1cccc(Oc2ccccc2)c1)N1CCOCC1	i	i
CCN(CC)S(=O)(=O)c1ccc(NN=c2c(=O)c3ccccc3c2=O)cc1	i	i
COc1ccc(CNC(=O)C(C)n2ccc3cc(S(=O)(=O)N4CCCCCC4)ccc32)cc1 (stereo not given)	i	i
CC1(C)CC(=O)c2cc(NC(=O)c3ccccc3)c(=O)oc2C1	i	i
CC(=O)NC(=S)Nc1ccccc1C(=O)Nc1ccccc1	i	i
CC1CCc2cc(F)ccc2N1C(=O)CSc1nnc(-c2cccs2)n1C (stereo not given)	i	i
O=[N+]([O-])c1cccc(N/N=C/c2cccc(O)c2O)c1	i	i
O=C(/C=C/C=C/c1ccc2c(c1)OCO2)N1CCCCC1	i	i
CN1CCN(S(=O)(=O)c2ccc(NC(=O)c3ccco3)cc2)CC1	i	i
COc1ccc(C2c3[nH]c4ccccc4c3C[C@H]3C(=O)N(c4ccccc4C(=O)N4CCC[C@@H]4C(=O)O)C(=O)N23)cc1 (stereo not given in full)	i	i
COc1ccc(/C=N/OC/C(O)=C(\C#N)c2nc3ccccc3[nH]2)cc1OC	i	i
COC(=O)c1sccc1NC(=O)CC1C(=O)NCCN1C(=O)c1ccc(F)cc1 (stereo not given)	i	i
Cc1ccc(S(=O)(=O)N2CCN(C(=O)Cn3nc(C(=O)O)c4ccccc4c3=O)CC2)cc1	i	i
COc1cccc(CNC(=O)c2c[nH]n3c(=O)c(Cl)c(C)nc23)c1	i	i
CCOc1cc(C(=O)NC(C)CC)cc(OCC)c1OCC (stereo not given)	i	i
CCOC(=O)N1CCC(N2Cc3cccc(C(=O)Nc4cc(F)ccc4F)c3C2=O)CC1	i	i
O=C(Nc1ccc2c(c1)OCO2)N1CCN(c2cccc(C(F)(F)F)c2)CC1	i	i
Cc1ccc2c(c1)COc1c3ccc(C(=O)NCC4CC4)cc3nn1-2	i	i
CCOc1ccc(C(=O)N2CCC3(CC2)NCCc2[nH]cnc23)cc1OCC	i	i
CCOc1cccc(OCCOCCn2cnc3ccccc3c2=O)c1	i	i
COc1ccc(C(C(=O)NCc2ccccc2)N(C(=O)c2snc(C(N)=O)c2N)c2ccccc2OC)cc1OC (stereo not given)	i	i
COc1cccc(/C=N/NC(=O)Cn2cnc3c2c(=O)n(C)c(=O)n3C)c1OC	i	i
CCOC(=O)Nc1ccc2c(c1)Nc1ccccc1S2	i	i
Cc1c(-c2ccccc2)oc2c(C(=O)N3CCN(c4ccccc4F)CC3)cccc2c1=O	i	i
Cc1nn(-c2cc(C)c3ccccc3n2)c2c1CCC2	i	i
CC1CN(C(=O)COC(=O)c2cc([N+](=O)[O-])ccc2Cl)CC(C)O1 (stereo not given)	i	i
COC(=O)c1c(C)[nH]c(C)c1-c1ccccc1	i	i
CCCOc1ccc2c(=O)c(N3C(=O)c4ccccc4C3=O)c(C)oc2c1	i	i

# Another view of part of the listing above.
> COc1cccc(/C=N/NC(=O)Cn2cnc3c2c(=O)n(C)c(=O)n3C)c1OC
  CHT block: i
  CHT PAM: i

> CCOC(=O)Nc1ccc2c(c1)Nc1ccccc1S2
  CHT block: i
  CHT PAM: i

# Next records:
molecule,CHT block,CHT PAM
CC(C)c1ccccc1OS(N)(=O)=O,i,i
OC(CN1CCN(c2ccccc2)CC1)c1c[nH]c2ccccc12 (stereo not given),i,i
CCOC(=O)N1CCC(NS(=O)(=O)c2ccc3c(c2)C(C)(C)C(=O)N3C)CC1,i,i
O=C(CN1C(=O)C2CC=CCC2C1=O)NCC1COc2ccccc2O1 (stereo not given),i,i
CC(C)CNc1c(N)c(=O)oc2ccccc12,i,i
C=CCNC(=S)NNC(=O)c1ccccc1,i,i
CC(=O)Nc1nc(NC(=O)/C=C/c2ccccc2)n(-c2ccccc2)n1,i,i
COc1ccccc1OCc1ccc(C(=O)NCc2cccnc2)o1,i,i
O=C(Nc1ccc(S(=O)(=O)N2CCCCC2)cc1)C1CCCCC1,i,i
O=C(COC(=O)c1cccc2c1C(=O)c1ccccc1C2=O)NC1CCCCC1,i,i
Cc1cccn2c(=O)c3cc(C#N)c(=N)n(CCCN4CCOCC4)c3nc12,i,i
CC(C)Oc1ccccc1OCCN(C)C,i,i
CCOC(=O)c1c(CSc2ccc(C)cc2)oc2ccc(O)cc12,i,i
COc1ccc(CC(=O)Nc2nc(-c3cccnc3)cs2)cc1,i,i
O=S(=O)(c1ccc(Br)s1)N1CCN(c2ccnc3cc(Cl)ccc23)CC1,i,i
CC1=C(C(N)=O)C(c2cccnc2)n2nc(-c3cccc(Cl)c3)nc2N1 (stereo not given),i,i
Cc1cc(C(=O)NCc2ccc(S(N)(=O)=O)cc2)c(C)o1,i,i
O=C(Cc1ccccc1)Nc1cc2c(cc1Cl)OCCCO2,i,i
Cc1cc[n+](CC(=O)N2CCCc3ccccc32)cc1,i,i
CCOC(=O)c1nnn(-c2nonc2-n2cccc2)c1-c1cccc([N+](=O)[O-])c1,i,i
COc1ccc(S(=O)(=O)N(C)CC(=O)NCCC2=CCCCC2)cc1,i,i
CC(C)C(=O)NC(=S)Nc1ccccc1C(=O)Nc1ccccc1,i,i
CC(C)OC(=O)/C(=C\c1cccc2ccccc12)NC(=O)c1ccccc1,i,i
CC(C)CNC(=O)c1ccccc1NC(=O)Nc1ccccc1,i,i
CC1CN(C(=O)CCC(=O)NCCCN2C(C)CCCC2C)c2ccccc2O1 (stereo not given),i,i
Cc1cc(NC(=O)CCNS(=O)(=O)c2cc(Br)cnc2N)ccc1Br,i,i
CCC12CN3CCN(CC(C3)/C1=N\NC(=O)c1ccc(C(C)(C)C)cc1)C2,i,i
Cc1cc(C(=O)OCC(=O)c2ccc(Br)s2)c(C)o1,i,i
Cn1nc(C(F)(F)F)c(-c2ccccc2)c1N,i,i
COc1ccc(N2CC(C(=O)NCCS(=O)(=O)N3CCN(c4ccccc4)CC3)CC2=O)cc1 (stereo not given),i,i
CCCCN(C)C(=O)c1cn(-c2cccc(OC)c2)c(=O)c2ccccc12,i,i
CC(C)(C)NC(=O)C(c1ccncc1)N(C(=O)Cn1nnc(-c2ccc(F)cc2)n1)c1ccc(F)cc1 (stereo not given),i,i
CNC(=O)CSc1nc(SC)ns1,i,i
O=c1c2ccccc2nc2n1CCN2Cc1ccc(Cl)cc1,i,i
Cn1c(=O)c2c(nc(NCC3CCCC(CN)C3)n2Cc2ccc(Cl)cc2Cl)n(C)c1=O (stereo not given),i,i
Cc1ccnc(SCC(=O)NC2CCCCCC2)n1,i,i
COc1cccc(CN2CC(C(=O)N3CCOCC3)CCC2=O)c1 (stereo not given),i,i
Cc1c(Nc2nc(-c3ccc(Cl)cc3)cs2)c(=O)n(-c2ccccc2)n1C,i,i
CC(C)(C)C1CCC(C(=O)NCCc2ccc(S(N)(=O)=O)cc2)CC1 (stereo not given),i,i
CC(C)(C)SCCSC1=CC(=O)CC(c2ccccc2)C1 (stereo not given),i,i

# The closing 3 entries of the section before come first, to join the parts.
molecule,CHT block,CHT PAM
Cc1c(Nc2nc(-c3ccc(Cl)cc3)cs2)c(=O)n(-c2ccccc2)n1C,i,i
CC(C)(C)C1CCC(C(=O)NCCc2ccc(S(N)(=O)=O)cc2)CC1 (stereo not given),i,i
CC(C)(C)SCCSC1=CC(=O)CC(c2ccccc2)C1 (stereo not given),i,i
COc1cc(C(=O)OCC(=O)Nc2cc(C)on2)ccc1OCc1ccccc1Cl,i,i
COc1ccccc1NC(=S)NCCc1ccc(S(N)(=O)=O)cc1,i,i
COC(=O)c1ccccc1NC(=O)COC(=O)c1ccco1,i,i
O=C(NCc1cccc(C(F)(F)F)c1)C1CC(c2ccc(C(F)(F)F)cc2)=NO1 (stereo not given),i,i
C=C1CCC2[C@](C)(CO)[C@H](O)CC[C@@]2(C)[C@@H]1C/C=C1\C(=O)OC[C@H]1O (stereo not given in full),i,i
COCCCNC(=S)N/N=C/c1ccc(O)cc1O,i,i
Cc1ccc(S(=O)(=O)N2CCC(C(=O)OCC(=O)N(C)C3CCS(=O)(=O)C3)CC2)cc1C (stereo not given),i,i
O=C(Cc1ccc([N+](=O)[O-])cc1)Nc1cccc(C(F)(F)F)c1,i,i
CCc1c(C)nc(N2CCN(c3ccccc3F)CC2)[nH]c1=O,i,i
Cc1ccnc(NCn2nnc3ccccc32)c1,i,i
COc1ccc(OC)c(N/C(C)=C/C(=O)c2ccncc2)c1,i,i
COc1ccc(CN2C(=O)CCC2(C)C(=O)NC2CCCC2)c(OC)c1 (stereo not given),i,i
Cc1onc(-c2ccccc2Cl)c1C(=O)NC1CCCCCC1,i,i
Cn1nccc1C(=O)Nc1ccc2c(c1)OCCO2,i,i
COc1ccccc1OCCC(=O)OCC(=O)NCc1ccc(Cl)cc1,i,i
O=C(O)c1cccnc1SCc1cccc(Br)c1,i,i
CCCCCCC(C)n1cc(C(C)=O)c(=O)[nH]c1=O (stereo not given),i,i
C#Cc1ccc([C@@H]2C=C(C(=O)N3CCN(Cc4ccccc4)CC3)O[C@H](OCC)[C@H]2CCCO)cc1,i,i
COc1ccccc1NC(=O)c1cc2n(n1)C(C(F)(F)F)CC(c1ccc3c(c1)OCO3)N2 (stereo not given),i,i
CCn1c(SCC(=O)c2ccc3c(c2)OCCO3)nnc1C(C)C,i,i
O=c1[nH]c2ccccc2n1C1CCCCC1,i,i
Cc1nnn(C23CC4CC(CC(C(=O)NN)(C4)C2)C3)n1,i,i
O=C(/C=C/c1ccc(S(=O)(=O)N2CCOCC2)cc1)N1CCN(c2ccc(F)cc2)CC1,i,i
CCc1nc(-n2[nH]c(=O)c3ccccc3c2=O)c2c3c(sc2n1)CCCC3,i,i
Cc1ccc(NC(=O)CSc2nnc(NC(=O)CN3CCOCC3)s2)cc1,i,i
O=C(Nc1ccccc1F)c1ccc2ncsc2c1,i,i
O=C1N(Cc2cccc(Cl)c2)C[C@@H]2C[C@@H](c3cccn3-c3nccs3)N3CCC[C@@]123,i,i
COc1ccc(/C=N/OCC(=O)NC(c2ccccc2)c2ccccc2)cc1OC,i,i
O=C(O)c1cc2n(n1)CCN(Cc1ccccc1Cl)C2=O,i,i
O=C(O)c1ccc2c(c1)C(=O)N(CCCCCCCN1C(=O)c3ccc(C(=O)O)cc3C1=O)C2=O,i,i
COCCNCC(=O)N1c2ccccc2Sc2ccccc21,i,i
Cc1ccccc1NC1=C(C(=O)c2ccccc2)N(C)S(=O)(=O)c2ccccc21,i,i
O=C(CP(=O)(c1ccccc1)c1ccccc1)Nc1cccc(CP(=O)(c2ccccc2)c2ccccc2)c1,i,i

# Single records (already shown). Values in the order: CHT block	CHT PAM
# `Cc1nnn(C23CC4CC(CC(C(=O)NN)(C4)C2)C3)n1` is listed as i	i
# `Cc1ccccc1NC1=C(C(=O)c2ccccc2)N(C)S(=O)(=O)c2ccccc21` is listed as i	i
# `O=C(CP(=O)(c1ccccc1)c1ccccc1)Nc1cccc(CP(=O)(c2ccccc2)c2ccccc2)c1` is listed as i	i
# `Cc1ccc(NC(=O)CSc2nnc(NC(=O)CN3CCOCC3)s2)cc1` is listed as i	i
